Artemis endo inh = Artemis (human) endonuclease inhibition | Q96SD1 | recombinant Artemis, quenched FAM hairpin cleavage fluorescence | inhibition, % at 10 µM | hit rate 0.78% among 30,000;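 active means at 10 µM dose, at least 30% inhibition, measured as corrected fluorescence normalized to stimulator and neutral control wells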
Target sequence (Q96SD1 whole entry, looked up): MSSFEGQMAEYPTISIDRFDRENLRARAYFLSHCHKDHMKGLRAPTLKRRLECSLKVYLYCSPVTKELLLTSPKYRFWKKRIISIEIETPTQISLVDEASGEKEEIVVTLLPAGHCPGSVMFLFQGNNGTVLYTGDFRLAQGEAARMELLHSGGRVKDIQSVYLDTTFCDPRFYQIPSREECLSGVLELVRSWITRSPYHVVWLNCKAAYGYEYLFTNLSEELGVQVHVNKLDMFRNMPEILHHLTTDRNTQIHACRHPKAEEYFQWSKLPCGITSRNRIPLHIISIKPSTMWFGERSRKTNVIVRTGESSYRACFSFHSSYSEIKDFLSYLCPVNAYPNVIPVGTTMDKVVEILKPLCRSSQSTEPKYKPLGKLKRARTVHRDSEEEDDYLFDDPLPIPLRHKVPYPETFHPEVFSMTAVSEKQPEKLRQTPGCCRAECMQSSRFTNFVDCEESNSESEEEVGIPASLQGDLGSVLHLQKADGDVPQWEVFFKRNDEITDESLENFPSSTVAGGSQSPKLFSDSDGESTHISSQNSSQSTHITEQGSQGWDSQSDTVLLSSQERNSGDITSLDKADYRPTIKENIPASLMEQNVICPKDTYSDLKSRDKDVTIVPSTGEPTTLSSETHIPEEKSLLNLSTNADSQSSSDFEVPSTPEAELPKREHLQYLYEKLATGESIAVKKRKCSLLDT
* marks the source's active call; other numbers are inactive results.

SMILES	Artemis endo inh
COC(=O)C1=C(C)n2nnnc2NC1c1ccc(Cl)cc1 (stereo not given)	-4
Nc1nc(N2CCN(C/C=C/c3ccccc3)CC2)nc2ccccc12	1
CCOC(=O)c1cnc(-c2ccccc2)nc1Oc1ccc(Cl)cc1	8
CC(SCc1ccccc1)C(=O)N/N=C/c1ccc2c(c1)OCO2 (stereo not given)	-1
O=P(Cc1ccncc1)(c1ccccc1)c1ccccc1	-4
CCCc1cc(=O)[nH]c(SCCOc2ccc(OCC)cc2)n1	-1
CCn1c(Cc2c(C)[nH]c3ccccc23)nnc1SCC(=O)NCc1ccco1	-4
CCOC(=O)N1CCN(S(=O)(=O)c2ccc3c(c2)CCN3C(=O)C2CC2)CC1	-6
COc1ccc(-c2cc(C(F)(F)F)n3nc(C(=O)O)cc3n2)cc1OC	-3
CCC(=O)N(Cc1ccco1)c1nc(-c2ccc(OC)cc2)cs1	5
CCOC(=O)CSc1nnc([C@H](C)NC(=O)OC(C)(C)C)o1	-4
O/N=C1/CCc2nonc2/C1=N/O	-5
CCOC(=O)CSc1nc(C)cc(C)n1	-2
COc1cc2c(cc1OC)CN(C(=O)COc1ccc(C#N)cc1)CC2	0
O=C1Nc2ccccc2Nc2ncccc21	-4
CN(C=C1C(=O)CC(C)(C)CC1=O)CCN1CCNCC1	-14
O=C1C(c2ccncc2)=C(O)c2ccccc21	-11
Cc1ccccc1C(=O)c1c[nH]c(C(=O)NCC2CCCO2)c1 (stereo not given)	-6
Cc1ccc(S(=O)(=O)CCc2nnc(NC(=O)c3cnccn3)s2)cc1	-6
O=C(OCc1cnc(Cl)s1)c1ccc(Cl)cc1	9

An excerpt from above in order of heavy-atom count, largest number first.
SMILES	Artemis endo inh
CCn1c(Cc2c(C)[nH]c3ccccc23)nnc1SCC(=O)NCc1ccco1	-4
Cc1ccc(S(=O)(=O)CCc2nnc(NC(=O)c3cnccn3)s2)cc1	-6
CC(SCc1ccccc1)C(=O)N/N=C/c1ccc2c(c1)OCO2 (stereo not given)	-1
CN(C=C1C(=O)CC(C)(C)CC1=O)CCN1CCNCC1	-14
O=C1C(c2ccncc2)=C(O)c2ccccc21	-11
CCOC(=O)CSc1nc(C)cc(C)n1	-2

(next part)
SMILES	Artemis endo inh
CN(C)CCCOC(=O)c1cc2ccccc2o1	1
Cc1c(NC(=O)CSc2ncn[nH]2)c(=O)n(-c2ccccc2)n1C	-2
Cc1nc(S(=O)(=O)c2cccc(Cl)c2)nc2c1CCC2	-2
COc1ccc(-c2noc(CN(C(=O)c3c(-c4ccccc4Cl)noc3C)C(C)C)n2)cc1	-4
O=C(CNC(=O)c1ccco1)OCN1C(=O)c2ccccc2C1=O	-12
Clc1ccccc1OCc1nc(-c2ccncc2)no1	2
COc1cccc(NC(=O)Cc2c(O)c3ccccc3[nH]c2=O)c1	-8
O=C(Cn1c(=S)nc2ccccn21)N1CCc2ccccc2C1	1
O=C(CCCc1ccccc1)N1CCN(c2ccc([N+](=O)[O-])cc2)CC1	6
CC(C)C[C@H](NC(=O)OC(C)(C)C)C(=O)N1CCC(C(=O)O)CC1	2
Cc1ccc(/C=C2\SC(=S)N(CCCC(=O)Nc3ccccn3)C2=O)cc1	3
CC(C)(C)C(=O)C(Cc1ccccc1Cl)n1cncn1 (stereo not given)	4
NC(=O)c1ccc(-n2nnnc2SCc2ccc(F)cc2)cc1	-5
CCn1c(-c2ccc(C(C)(C)C)cc2)n[nH]c1=S	7
O=C(O)CCn1ccnc1-c1ccccc1	-8
CC(C)(C)C1CCC(OCC(O)CN2CCN(c3ccccc3)CC2)CC1 (stereo not given)	3
CC(NC(=O)COC(=O)CCNC(=O)c1ccco1)C12CC3CC(CC(C3)C1)C2 (stereo not given)	2
CNc1ccc(/C=C2\COc3ccccc3C2=O)cc1[N+](=O)[O-]	5
CCOc1cccc(C(=O)NC(=S)Nc2ccc(N3CCCC3)cc2)c1	43*
Cc1ccc(NC(=O)CCSc2nc(C)cc(C)n2)cc1	-1
O=C(Nc1cccc(Cl)c1)N1CCN2C(=O)c3ccccc3C12c1ccccc1 (stereo not given)	10
COC(=O)C(Cc1c[nH]c2ccccc12)NC(=O)C(C)C (stereo not given)	-10
O=C1CCC(C(=O)OCC(=O)C23CC4CC(CC(C4)C2)C3)N1 (stereo not given)	-3
COCc1[nH][nH]c(=O)c1C=Nc1ccc(Oc2ccccc2)cc1	8
CC(=O)c1cccc(NC(=O)COc2nsnc2N2CCOCC2)c1	2
Cc1ccccc1NC1(C#N)C(=O)Nc2ccccc21 (stereo not given)	2
CC(=O)CCS(=O)(=O)c1ccc(Oc2ccc(S(=O)(=O)CCC(C)=O)cc2)cc1	-1
O=C(CSc1nc2ccccc2[nH]1)c1cccs1	2
CCOC(=O)Nc1ccc(OC)cc1S(=O)(=O)N1CCCCC1	9
O=C(CCCn1c(=O)c2ccccc2n(CC(=O)NCc2ccco2)c1=O)NCc1ccco1	9
Cc1ccccc1CS(=O)(=O)CCC(=O)NCCCN1CCN(c2ccccc2F)CC1	-1
COC(=O)c1[nH]c2ccc(C)cc2c1NC(=O)Nc1ccccc1OC	4
CCOC(=O)c1c(NC(=O)OC)sc(C(=O)N(C)C)c1C	5
COC(=O)c1c(C(=O)OC)c2ccncn2c1Cl	-6
CCN(CC)C(=O)CSc1nnc(-c2cccs2)n1Cc1ccco1	-2
CC(=N\Nc1ccc(Cl)cc1)/C(=N/O)C(=O)Nc1ccccc1	-2
O=C(c1ccco1)c1cn(CC(=O)N2CCCc3ccccc32)c2ccccc12	2
COc1ccc(C(=O)N/C(=C\c2cccc3ccccc23)C(=O)NCCc2c[nH]c3ccccc23)cc1OC	3
Cc1ccccc1-n1ncc2c(SCC(=O)NCc3cccs3)ncnc21	-6
O=C(COc1ccc(S(=O)(=O)NC2CCCCC2)cc1Cl)NCc1cccnc1	5
COc1ccc(C(=O)Nc2sc3c(c2C(=O)NCc2ccco2)CCCC3)cc1OC	3
O=C(O)CCSCC(=O)Nc1c(C(=O)C2CC2)oc2ccccc12	7
COc1cc2c(cc1OC)C1(Nc3c-2c(C)nn3-c2ccccc2)C(=O)Nc2ccccc21 (stereo not given)	4
COC(=O)Cn1c(C)c(C#N)c2ccccc21	-3
O=C(CCC(=O)c1cccs1)OCC(=O)c1ccc(Cl)s1	9
O=C(Nc1nccs1)C1CCCN1S(=O)(=O)c1ccc(F)cc1 (stereo not given)	-8
COc1ccc(OC)c(/C=N\NC(=O)CSc2nnc(CCCc3ccc(OC)c(C)c3)o2)c1	13
COc1ccc(OC)c(NC(=O)c2ccc(CN3CCOCC3)cc2)c1	-2
O=C(NNC(=O)c1sc2ccccc2c1Cl)Nc1ccc(Cl)cc1	2
Cn1c(=O)oc2cc(S(=O)(=O)N3CCOCC3)ccc21	2
COc1ccccc1N1CCN(C(=O)c2nn(-c3ccccc3OC)c(=O)c3ccccc23)CC1	6
O=C(Nc1ccc2c(c1)CCC2)c1ccc(Br)o1	0
CC(=Nc1ccc(O)cc1)c1sc2ccccc2c1O	9
COC(=O)c1ccc(Cl)c(NC(=O)CN2CCOCC2)c1	8
O=C(CSc1nnc(CNC(=O)c2cccs2)o1)c1ccc(Cl)cc1	-10
CN1CC(=O)NC1=NC(=O)C12CC3CC(CC(C3)C1)C2	4
CC1(C)N([O-])C2=C(c3ccccc3C2=O)[N+](=O)C1(C)C	4
Cn1c(/C(C#N)=N/O)nc2ccccc21	-3
COc1ccc(-c2[nH]ncc2-c2ccc3c(c2)OCCO3)c(O)c1	0
CCCOc1ccc2oc(=O)c3c(c2c1)CCCN3C(=O)CN(C)Cc1ccccc1	2

Four entries from above, with each value named:
CC1(C)N([O-])C2=C(c3ccccc3C2=O)[N+](=O)C1(C)C
  Artemis endo inh: 4

Cn1c(/C(C#N)=N/O)nc2ccccc21
  Artemis endo inh: -3

COc1ccc(-c2[nH]ncc2-c2ccc3c(c2)OCCO3)c(O)c1
  Artemis endo inh: 0

CCCOc1ccc2oc(=O)c3c(c2c1)CCCN3C(=O)CN(C)Cc1ccccc1
  Artemis endo inh: 2

Later entries:
SMILES	Artemis endo inh
Cc1nnc(SCC(=O)NC(C)c2ccccc2)[nH]c1=O (stereo not given)	-10
COc1ccccc1OCCCn1cc(C#N)c2ccccc21	-6
O=C(CSc1nnnn1-c1ccccc1)CC(=O)Nc1ccc(Cl)cc1	-2
O=C(c1c(O)c2ccccc2oc1=O)C1CCC1	6
COC(=O)C1CSC(C(=O)OC)N1C(=O)Nc1ccccc1 (stereo not given)	-7
CC(Sc1ccc(Cl)cc1)C(=O)NCc1cccnc1 (stereo not given)	0
O=C1Nc2ccc(Br)cc2/C1=N/N=C/C1=C(N2CCOCC2)C(=C\c2ccccc2)/CC1	30*
COc1ccc(CNc2ncnc3cc(OC)c(OC)cc23)cc1	-11
CCCCOc1ccc(C(C)(O)CCN2CCOCC2)cc1 (stereo not given)	-4
Cc1ccc(-n2nnnc2SCC(=O)N2CC(=O)Nc3ccccc32)cc1	17
C/C(NC(=O)c1cccs1)=C1\C(=O)C[C@@H]2[C@H]1C2(C)C	-9
CCn1c(SCC(=O)Nc2ccc(OC)cc2)nnc1-c1ccco1	3
COc1ccc(Br)cc1C(=O)Nc1ccc(N2CCN(S(C)(=O)=O)CC2)cc1	-1
O=C1CCCCCN1Cc1ccccc1	4
O=C(NC(=S)Nc1cc([N+](=O)[O-])ccc1Cl)c1ccccc1	12
CCOC(=O)C1CSC(CC(=O)Nc2ccc(OCC)cc2)C(=O)N1 (stereo not given)	4
C=CCOC(=O)C(C#N)c1nc2ccccc2nc1N1CCN(c2ccccc2OC)CC1 (stereo not given)	12
O=C(Nc1ccc(N2CCOCC2)c(Cl)c1)c1ncn[nH]1	17
Cc1nn(C(C)(C)C)c(OC(=O)c2ccc3c(c2)OCO3)c1S(=O)(=O)c1ccccc1	-1
COc1cccc(C(=O)OCCN2CCCCC2)c1	-6
COc1ccc(CNC(=O)C2CCN(S(=O)(=O)c3cc(OC)ccc3OC)CC2)cc1	4
Cc1c(Cl)c([N+](=O)[O-])nn1CC(=O)NC(C)C1CC2CCC1C2 (stereo not given)	-1
COc1ccc(-c2nnc(NC(=O)c3ccc(S(=O)(=O)N4CCc5ccccc5C4)cc3)o2)cc1	21
Cc1ccc(NC(=O)N(CCCN2CCOCC2)Cc2cc3cc4c(cc3[nH]c2=O)OCO4)cc1	13
Cc1cccc(NC(=O)C2CCCN2C(=O)Oc2ccccc2)c1C (stereo not given)	1
O=c1oc2ccccc2c(O)c1/C=C1\C=Nc2ccccc21	11
COc1cc(OC)c(C#N)c(S(=O)(=O)Cc2ccccc2)c1	-1
Cc1[nH]n2c(=O)c3c(nc2c1-c1ccccc1)CCC3	-1
[O-]C1=N/[N+](=C/c2ccc(Cl)cc2)CC1	-3
CCc1cccc(C)c1NC(=O)CCCC(=O)O	-12
O=C(c1ccc(S(=O)(=O)N2CCOCC2)cc1)N1CCN(c2ccc(F)cc2)CC1	2
COc1ccc(N(Cc2ccco2)C(=O)c2ccccc2F)cc1OC	12
O=C(CSc1nnnn1C1CCCCC1)NCc1ccco1	1
COc1ccc(CSC(=N)N)cc1[N+](=O)[O-]	-1
O=C(NCc1ccccn1)c1ccc(NC(=O)c2ccco2)cc1	-6
O=C(CCc1ccccc1)Nc1ncn[nH]1	-2
CC1=C(C(=O)OC2CCCCC2)C(c2ccc(C)o2)C2=C(CCCC2=O)N1 (stereo not given)	3
CCc1cc2cc(C(=O)N3CCN(Cc4ccccc4)CC3)sc2s1	18
Cc1cc(NC(=O)c2ccc(S(=O)(=O)N3CCCC3)cc2)nc2c1c(=O)oc1ccccc12	25
Cc1cccc(S(=O)(=O)Nc2nc3ccccc3nc2NCc2ccco2)c1	12
CCOC(=O)CON1C(=O)c2ccccc2C1=O	1
CCC(NC(=O)c1ccccc1NC(=O)c1ccco1)C(=O)O (stereo not given)	-2
COC(=O)c1c(NC(=O)c2ccnn2C)sc(C)c1C	-2
CCNC(=S)NNC(=O)c1cccs1	5
COC(=O)C1=CN(C2CC2)C=C(C(=O)OC)C1c1ccccc1OC	-7
CN1/C(=C\C(=O)COc2ccc3c(c2)OCO3)C(C)(C)c2ccccc21	1
COC(=O)c1ccc(Cc2ccccc2)o1	-4
CCCCc1n[nH]c2c1/C(=N/O)CC(C)(C)C2	5
O=C1C2C3C=CC(O3)C2C(=O)N1CC(O)c1ccccc1 (stereo not given)	-6
COc1ccc(/C=C(/NC(=O)c2ccc(C)cc2)c2nc3ccccc3[nH]2)cc1OC	4
CSc1ccccc1-n1nnnc1SCC(=O)NCc1cccs1	3
COc1ccc(CNC(=S)Nc2cc(C)ccc2C)cc1	-7
O=C(CN1CCN(C(=O)c2cccc(F)c2)CC1)Nc1ccccc1F	-2
CCC(c1nnnn1Cc1cccs1)N1CCN(c2nc3ccccc3s2)CC1 (stereo not given)	10
Cc1ccc(Nc2ncc3c(n2)CC(c2ccco2)CC3=O)c(C)c1 (stereo not given)	8
COc1ccc2[nH]c(C(=O)O)c(CCC(=O)O)c2c1	6
CCCCC(CC)CN1C(=O)/C(=C/c2ccncc2)SC1=S (stereo not given)	10
Cc1cc(C)n2cc(CSc3nnc(-c4ccccc4)o3)nc2n1	12
CCC(c1nnnn1C(C)(C)CC)N(CCCO)Cc1cc2cc(C)cc(C)c2[nH]c1=O (stereo not given)	0
O=C(NCc1ccccc1)c1cccc(S(=O)(=O)N2CCOCC2)c1	-2
CCN(CC)Cc1c(C(=O)OC)nnn1-c1nonc1N	0
CC(=O)c1cc(F)c(N2CCN(C(=O)Cc3ccccc3)CC2)cc1C	-7

Bioassay records as filed in PubChem BioAssay.

An excerpt; rates above refer to the full screens.
